Screening results (PubChem BioAssay)
Ecoli WT expand: E. coli BW25113 growth inhibition, expanded screen | actives 0.15% (n = 98,000) | OD600 absorbance | AID 710 | growth inhibition, % at 100 µM;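 active = growth inhibition above about 50% at one test dose, limit read from the data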;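 note: growth measured after 20 h incubation at 37 °C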
PLK1 PBD inh: blocks phosphopeptide binding to human Plk1 polo box domain; AID 693; P53350; inhibition, %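 (tested at about 20 µM)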; actives 0.13% (n = 97,000); Plk1 PBD phosphopeptide binding, fluorescence polarization; in the data active = inhibition above about 34%, passing the limit was not always enough
PLK1 inh: inhibitors of human PLK1 kinase; P53350; actives 0.53% (n = 97,000); recombinant PLK1 kinase, TR-FRET peptide phosphorylation; inhibition, % at 10 µM; AID 619;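 active = inhibition of 50% or more in the single-concentration screen; inactive = inhibition below 50%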;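 note: 0% = DMSO max control and 100% = H-89 dihydrochloride min control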
hDAT+cocaine: human DAT dopamine uptake with cocaine, either direction. LLC-PK1 hDAT cells, [14C]-dopamine uptake with cocaine IC80; actives deviate in either direction. B-score at 10 µM. Q01959. actives 1.3% (n = 110,000);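 active = Z score or B-score, a plate-position-corrected score, falls beyond the plate's 99.7% confidence bounds, in either direction; inactive = both scores lie inside the 99.7% bounds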;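 note: scored against the spread of the other compound wells on the same plate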
Target sequence (Q01959 whole entry, looked up): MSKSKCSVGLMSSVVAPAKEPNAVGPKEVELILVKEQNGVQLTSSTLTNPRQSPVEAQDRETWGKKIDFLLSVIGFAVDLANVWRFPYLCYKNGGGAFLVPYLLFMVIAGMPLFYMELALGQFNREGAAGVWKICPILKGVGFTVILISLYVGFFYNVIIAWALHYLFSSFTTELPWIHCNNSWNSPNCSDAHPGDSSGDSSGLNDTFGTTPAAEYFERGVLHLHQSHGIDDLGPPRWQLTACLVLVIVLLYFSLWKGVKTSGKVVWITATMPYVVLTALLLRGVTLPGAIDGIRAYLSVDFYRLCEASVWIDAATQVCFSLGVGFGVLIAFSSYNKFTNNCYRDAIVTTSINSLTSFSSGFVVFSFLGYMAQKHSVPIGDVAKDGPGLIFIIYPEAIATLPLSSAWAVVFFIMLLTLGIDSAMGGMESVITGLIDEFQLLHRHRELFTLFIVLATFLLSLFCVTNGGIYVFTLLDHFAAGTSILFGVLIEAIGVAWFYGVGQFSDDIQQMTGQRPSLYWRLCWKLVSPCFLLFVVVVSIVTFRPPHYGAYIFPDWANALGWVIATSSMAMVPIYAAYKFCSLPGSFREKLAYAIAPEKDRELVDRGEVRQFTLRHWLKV
An asterisk follows results filed as active; . = not tested or not shown; & = joins results of further samples. This is a subset (hit frequency here may not be typical).

#	Molecule	Ecoli WT expand	PLK1 PBD inh	PLK1 inh	hDAT+cocaine
1	Cc1c(C(=O)NC(=S)Nc2ccc(NC(=O)c3cccs3)cc2)oc2ccccc12	.	.	-8.3	.
2	CCOP(=O)(OCC)C(Nc1ccccc1)c1ccc2c(c1)OCO2 (stereo not drawn)	.	.	-5.3	.
3	Cn1c(=O)c2c(nc(N3CCC(C(N)=O)CC3)n2CCSc2nc3ccccc3s2)n(C)c1=O	.	.	-4.1	.
4	CCOc1ccc(C(=O)NC(=S)Nc2cc(C)ccn2)cc1[N+](=O)[O-]	.	.	-9.6	.
5	Cc1c(/C(O)=C2\C(=O)C(=O)N(CCCN(C)C)C2c2ccccc2)cnn1-c1ccccc1 (stereo not drawn)	.	.	-16.8	.
6	Cc1ccc(NC(=O)/C(Cl)=C\c2ccccc2)cc1	.	.	-18.6	.
7	COc1ccccc1C/C(N)=N/OC(=O)COc1ccc(C)cc1	.	.	-12.9	.
8	CCOC(=O)C1CCN(C(=O)Nc2ccccc2Cl)CC1	5.0	.	.	.
9	CC1CCc2sc3ncn4nc(C(=O)NCc5ccco5)nc4c3c2C1 (stereo not drawn)	-4.0	.	.	.
10	Cn1c(CSc2ncccn2)nnc1SCC(=O)N1CCCc2ccccc21	-1.0	.	.	.
11	CCN(CC)c1ccc2c(C)c(-c3ccc(N)cc3)c(=O)oc2c1	2.0	.	.	.
12	CCOC(=O)N1CCN(S(=O)(=O)c2ccc3c(c2)SC(C)C(=O)N3)CC1 (stereo not drawn)	3.0	.	.	.
13	Cn1c(C(=O)NCc2cccs2)cc2oc3ccccc3c21	-12.0	.	.	.
14	CCC(=O)Nc1ccc(C(=O)Cn2nc(C(=O)O)c3ccccc3c2=O)cc1	3.0	.	.	.
15	CC(C)CCNC(=O)CCS(=O)(=O)c1cccc2nonc12	2.0	.	.	.
16	CCOc1ccc(OCC)c(NC(=O)CN2CCN(c3cccc(C)c3)CC2)c1	-17.0	.	.	.
17	O=C(NCCc1csc(-c2cccnc2)n1)c1cccs1	-3.0	.	.	.
18	COc1ccc(CCNC(=O)C2CCN(Cc3nc(-c4cccc(Cl)c4)oc3C)CC2)cc1OC	6.0	.	.	.
19	O=C(c1cc2c(=O)n3ccccc3nc2s1)N1CCOCC1	-1.0	.	.	.
20	CC(C)(C)NC(=O)C(c1ccco1)N(C(=O)Cn1nnc(-c2ccc(F)cc2)n1)c1cccc(F)c1 (stereo not drawn)	2.0	.	.	.
21	COc1ccc(S(=O)(=O)n2c(CCN3CCOCC3)nc3ccccc32)cc1	5.0	.	.	.
22	CCOC(=O)c1oc2ccc(S(=O)(=O)n3nc(-c4ccc(OC)cc4)cc3N)cc2c1C	-23.0	.	.	.
23	CCCCN(C(=O)NC(=O)C1=C(N2CCOCC2)/C(=C/c2ccccc2)CC1)S(C)(=O)=O	-18.0	.	.	.
24	CC(C)CCNc1nc(N2CCCC2)c2c(c1C#N)CCN(C)C2	16.0	.	.	.
25	CC1(C)COCN1S(=O)(=O)c1ccc(C(=O)Nc2nnc(-c3ccc(Cl)s3)o2)cc1	6.0	.	.	.
26	CCOCCCn1c(=S)[nH]c2cc3c(cc2c1=O)OCO3	-6.0	.	.	.
27	Cc1ccc(C)c(Cn2c(=O)n(CCC(=O)NCc3ccco3)c(=O)c3ccccc32)c1	-2.0	.	.	.
28	COc1ccc(N2CCN(Cc3nc4c(c(=O)n(C)c(=O)n4C)n3Cc3cccc(C)c3)CC2)cc1	-8.0	.	.	.
29	O=C(Cn1c(N2CCN(c3ccccc3)CC2)nc2ccccc21)c1ccccc1	-2.0	.	.	.
30	OC(COc1ccc(Cl)c2ccccc12)CN1CCN(c2ccccn2)CC1 (stereo not drawn)	-6.0	.	.	.
31	O=C(CCN1CCN(CCO)CC1)Nc1ccc(F)c(F)c1	3.0	.	.	.
32	Cc1c(C(=O)NCCCN2CCOCC2)sc2nc(-c3ccccc3)cn12	-5.0	.	.	.
33	CN(C)c1ccc(-c2nn3c(-c4ccc(Cl)cc4Cl)nnc3s2)cc1	0.0	.	.	.
34	CCCc1ccc(C(=O)CCC(=O)O)cc1	-9.0	.	.	.
35	O=C(O)c1ccc2c3c(ncnc13)-c1ccccc1C2=O	1.0	.	.	.
36	C=CCn1c(SCCCc2ccccc2)nc2c1c(=O)[nH]c(=O)n2C	5.0	.	.	.
37	O=C(c1ccc(N2CCCCS2(=O)=O)cc1)N1CCN(c2ccc(N3CCOCC3)nn2)CC1	0.0	.	.	.
38	COc1ccccc1-c1ccc(C(=O)O)o1	-13.0	.	.	.
39	CCN1CCc2c(sc3c2c(NCc2ccco2)nc2nnnn23)C1	6.0	.	.	.
40	O=C(NCc1ccc2c(c1)OCO2)C1CCC(CNc2c(N3CCCC3)c(=O)c2=O)CC1 (stereo not drawn)	-4.0	.	.	.
41	Cn1cc(C(=O)NCCN2CCN(c3cccc(Cl)c3)CC2)c2c3ccccc3n(C)c2c1=O	-14.0	.	.	.
42	COC(=O)c1[nH]c(C)c(/C(O)=C2\C(=O)C(=O)N(CCN(C)C)C2c2cccc(OC)c2OC)c1C (stereo not drawn)	-13.0	.	.	.
43	CC(=O)N1CCc2cc(S(=O)(=O)NC(CC(C)C)C(=O)Nc3cc(C(=O)O)ccc3C)ccc21 (stereo not drawn)	4.0	.	.	.
44	O=CN1CCN(C(=O)CN2C(=O)c3ccccc3C2=O)CC1	-2.0	.	.	.
45	O=C(CCSc1nnc(-c2ccncc2)o1)Nc1ccc(F)cc1	6.0	.	.	.
46	Cc1ccc(NCc2nnc(SCC(=O)Nc3cccc(O)c3)n2CC2CCCO2)c(C)c1 (stereo not drawn)	-1.0	.	.	.
47	N#CC1=C(N)N(c2ccc(Br)cc2)C2=C(C(=O)CCC2)C1c1cccnc1 (stereo not drawn)	-3.0	.	.	.
48	Cc1cccn2c(=O)c3cc(C(=O)NC(C)C)c(=N)n(Cc4ccncc4)c3nc12	-5.0	.	.	.
49	Cc1ccc(C2C3CN(C(C)C)CC=C3C(C#N)=C(N)C2(C#N)C#N)cc1 (stereo not drawn)	14.0	.	.	.
50	CCc1ccc(NC(=O)c2noc3c2CCCCC3)cc1	-5.0	.	.	.

(list continues)
#	Molecule	Ecoli WT expand	PLK1 PBD inh	PLK1 inh	hDAT+cocaine
51	O=C(O)C1=C(C(=O)N2CCN(C(=O)c3ccco3)CC2)CCCC1	-3.0	.	.	.
52	CCOC(=O)c1n[nH]c2ccccc12	4.0	.	.	.
53	CCOC(=O)c1c(C)[nH]c(C)c1C(=O)CSc1nc(N)cc(N)n1	-3.0	.	.	.
54	COc1ccccc1NC(=O)CSc1nnc(Cn2c(=O)sc3ccccc32)n1C	-2.0	.	.	.
55	CCCCN(C)S(=O)(=O)c1cc(Br)cc2c1N(C(=O)C1CC1)CC2	-6.0	.	.	.
56	CCC(C)NC(=O)CSc1nc2ccc(N3CCOCC3)cc2c(=O)n1CCc1ccccc1 (stereo not drawn)	2.0	.	.	.
57	COC(=O)C1=C(N)N(c2ccc(F)cc2)C2=C(C(=O)CCC2)C1c1ccc2c(c1)OCO2 (stereo not drawn)	1.0	.	.	.
58	CSc1nc2[nH]c3c(c2c2nnnn12)CCCC3	-14.0	.	.	.
59	CCOC(=O)N1CCc2c(sc(NC(=O)c3ccc(S(=O)(=O)N4CCCC4)cc3)c2C#N)C1	0.0	.	.	.
60	O=C(CCCn1c(=O)[nH]c2cc(Cl)ccc2c1=O)NCC1CCCO1 (stereo not drawn)	-16.0	.	.	.
61	C=CCSc1nc2c(c(=O)[nH]c(=O)n2C)n1Cc1ccc(C)cc1	-7.0	.	.	.
62	CCOc1cc2[nH]c(=O)n(Cc3ccc(C(=O)NCCOC)cc3)c(=O)c2cc1OCC	-2.0	.	.	.
63	COc1ccc(-n2nc(C(=O)Nc3ccc4c(c3)OCO4)c3ccccc3c2=O)cc1	-14.0	.	.	.
64	CCOC(=O)CNc1c(-c2ccc(Cl)cc2)nc2cnccn12	0.0	.	.	.
65	CCN1CCN(C(=O)c2cc3cc4cc(OC)ccc4nc3s2)CC1	11.0	.	.	.
66	Cn1c(=O)c2c(nc(N3CCCCC3)n2CCCNC2=NCCCC2)n(C)c1=O	0.0	.	.	.
67	O=S(=O)(NCc1csc(-c2ccccc2)n1)c1ccc(Cl)s1	-1.0	.	.	.
68	COC(=O)c1ccc(=O)n(Cc2ccco2)c1	4.0	.	.	.
69	COc1ccc(-c2nc(CSCC(=O)N3CCN(c4cccc(C)c4)C(C)C3)c(C)o2)cc1OC (stereo not drawn)	-15.0	.	.	.
70	Cc1oc(-c2ccc(Cl)cc2)nc1CN1CCC(C(=O)N2CCN(Cc3ccccc3)CC2)CC1	15.0	-11.4	58.6*	.
71	CCCC(=O)Nc1nnc(-c2ccc(Cl)s2)o1	10.0	7.2	63.8*	.
72	c1ccc(C2[C@H]3CN(CC4CCCCC4)[C@H](c4ccccc4)C34CC2(c2ccccc2)C4)cc1 (stereo partly drawn)	.	.	.	-0.0922
73	Cc1cc(C(C)(C)C)cc(C)c1CC1=NCCN1	.	.	.	-0.519
74	CCCCCCCCCCCCN1[C@@H](CC(=O)OC)c2cc(F)ccc2S1(=O)=O	.	.	.	0.104
75	CC(C)Nc1ccc(C(CC(N)=O)NC(=O)Cc2ccc(Cl)cc2)cc1[N+](=O)[O-] (stereo not drawn)	.	.	.	-0.503
76	C#CCNC(=O)/C=C/c1ccc(C)cc1	.	.	.	-0.792
77	Cc1ccc(S(=O)(=O)n2[nH]c(=O)cc2N)cc1	.	.	.	-0.941
78	CCC[C@@H]1CCCO[C@@](C(=O)NCc2cc(C)n(C)n2)(C(F)(F)F)C1	.	.	.	-1.29
79	COc1cccc(COCCN2CCN(S(=O)(=O)c3ccc(C)cc3)CCC2=O)c1	.	.	.	1.35
80	O=C(C1=C[C@@H](c2coc3ccccc3c2=O)C[C@@H](OCCCCO)O1)N1CCN(Cc2ccc3c(c2)OCO3)CC1	.	.	.	0.858
81	NC(N)=NC(=O)c1nc(Cl)c(N)nc1N	.	.	.	0.00446&-1.57&-0.131
82	CC1(C(=O)NCCc2c[nH]c3ccccc23)C=CCN1C(=O)c1ccccc1 (stereo not drawn)	.	.	.	-0.266
83	Clc1ccc(C2[C@H]3CN(Cc4ccc(-c5ccccc5)cc4)[C@H](c4ccccc4)C34CC2(c2ccccc2)C4)cn1 (stereo partly drawn)	.	.	.	-0.246
84	CC(C)(C)OC(=O)NCc1ccc(NC(=O)c2nc[nH]c2C(=O)N[C@@H](Cc2ccccc2)C(=O)OC(C)(C)C)cc1	.	.	.	-0.806
85	C=CCOC(=O)C1=C[C@H](c2cn(C(C)=O)c3ccccc23)C[C@H](OCCCCO)O1	.	.	.	-0.000215
86	CCCCC[C@H](O)/C=C/[C@@H]1[C@@H](C/C=C\CCCC(=O)OC)[C@@H](O)C[C@H]1O	.	.	.	-1.61
87	Cc1cc2oc3ccc(NCCC4CCCN4C)cc3c(=O)c2cc1C (stereo not drawn)	.	.	.	1.01
88	O=[N+]([O-])c1ccc2cn[nH]c2c1	.	.	.	-0.0153
89	COc1ccc(C(CCN2CCCCC2)c2c(O)cc(OC)cc2OC)cc1 (stereo not drawn)	.	.	.	0.913
90	CCCC[C@@H]1C[C@H]1[C@@H](NC(=O)c1ccccc1)c1ccccc1C(F)(F)F	.	.	.	-0.769
91	Cc1cc(C)cc(SCc2noc(C(=O)NCCN(C)C)c2C(=O)NCCN(C)C)c1	.	.	.	0.31
92	CC1=C(/C=C/C(C)=C/C=C/C(C)=C/C(=O)O)C(C)(C)CCC1	.	.	.	-0.381

Of the compounds above, these contain an aryl thioether with sulfur outside any ring.
#	Molecule	Ecoli WT expand	PLK1 PBD inh	PLK1 inh	hDAT+cocaine
3	Cn1c(=O)c2c(nc(N3CCC(C(N)=O)CC3)n2CCSc2nc3ccccc3s2)n(C)c1=O	.	.	-4.1	.
10	Cn1c(CSc2ncccn2)nnc1SCC(=O)N1CCCc2ccccc21	-1.0	.	.	.
36	C=CCn1c(SCCCc2ccccc2)nc2c1c(=O)[nH]c(=O)n2C	5.0	.	.	.
45	O=C(CCSc1nnc(-c2ccncc2)o1)Nc1ccc(F)cc1	6.0	.	.	.
46	Cc1ccc(NCc2nnc(SCC(=O)Nc3cccc(O)c3)n2CC2CCCO2)c(C)c1 (stereo not drawn)	-1.0	.	.	.
53	CCOC(=O)c1c(C)[nH]c(C)c1C(=O)CSc1nc(N)cc(N)n1	-3.0	.	.	.
54	COc1ccccc1NC(=O)CSc1nnc(Cn2c(=O)sc3ccccc32)n1C	-2.0	.	.	.
56	CCC(C)NC(=O)CSc1nc2ccc(N3CCOCC3)cc2c(=O)n1CCc1ccccc1 (stereo not drawn)	2.0	.	.	.
58	CSc1nc2[nH]c3c(c2c2nnnn12)CCCC3	-14.0	.	.	.
61	C=CCSc1nc2c(c(=O)[nH]c(=O)n2C)n1Cc1ccc(C)cc1	-7.0	.	.	.
91	Cc1cc(C)cc(SCc2noc(C(=O)NCCN(C)C)c2C(=O)NCCN(C)C)c1	.	.	.	0.31
